High-throughput results as filed in PubChem BioAssay.
SMN2 splice up = qHTS Assay for Enhancers of SMN2 Splice Variant Expression; HEK293 SMN2-luciferase splicing reporter, luminescence, 30-36 h; Potency, µM (titrated, usually from 46.1 µM), without a hit: at the highest dose activity change, positive = activation, usual class: activators; 210,000 tested, 2.8% active; also: % of control where 0% means no effect; nearly all actives have a fitted effect of over 55% in size
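qHTS luciferase splicing reporter: luminescence rises when SMN2 exon 7 is included in transfected HEK293 cells. Compound exposure lasted 30-36 h at 37C, with 4.5 mM final sodium butyrate as control, followed by a ONE-Glo read.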
GLA spleen mod = qHTS Assay for Inhibitors and Activators of Human alpha-Galactosidase From Spleen Homogenate | AID 2107, 2009 | human spleen homogenate, 4MU-alpha-Gal fluorescence, 40 min | 240,000 tested, 0.008% active | Alpha-galactosidase A (Homo sapiens), P06280 | Potency, µM (doses to about 80 µM), inactives show at the top dose activity change, negative = inhibition, most hits filed as inhibitors;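 also: 0% = enzyme with vehicle and -100% = no enzyme basal signal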
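Spleen homogenate 1 ug + cpd (titration) + 4-MU-alpha-D-galactopyranoside 1 mM; 37C 40 min; 50 mM citrate/phosphate pH 5.0, 0.01% Tween-20; stop pH 10; fluorescence 365/440; AC50 via Hill.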
GoLoco inh red = qHTS Assay for Inhibitors of RGS12 GoLoco Motif Activity (Red Fluorophore); Guanine nucleotide-binding protein G(i) subunit alpha-1 (Homo sapiens), P63096; Gai1:RGS12 GoLoco peptide FP, rhodamine, 10 min; Potency, µM (top dose mostly 61.6 µM), inactives show at the top dose activity, negative = inhibition, most hits filed as inhibitors; 230,000 tested, 0.44% active; active = well fitted inhibition curve with a large enough effect, not every such curve was filed as active; inactive = no such curve, though single readings can be large or run the other way; also: % is scaled to controls: 0 for no effect and ±100 for the full control effect; nearly all actives have a fitted effect of over 30% in size; many of its hits are not listed in these tables
Target sequence (P63096 whole entry, looked up): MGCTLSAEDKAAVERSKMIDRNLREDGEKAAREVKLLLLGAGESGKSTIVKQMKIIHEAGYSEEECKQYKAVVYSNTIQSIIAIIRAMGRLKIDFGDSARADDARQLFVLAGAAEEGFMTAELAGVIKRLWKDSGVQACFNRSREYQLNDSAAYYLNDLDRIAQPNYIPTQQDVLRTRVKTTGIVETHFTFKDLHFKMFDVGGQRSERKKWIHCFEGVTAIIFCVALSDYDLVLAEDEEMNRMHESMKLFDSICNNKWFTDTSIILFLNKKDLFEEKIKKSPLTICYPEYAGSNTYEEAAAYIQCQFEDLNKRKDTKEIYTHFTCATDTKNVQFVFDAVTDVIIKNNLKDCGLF
GAA glycogen = qHTS Assay for Inhibitors and Activators of Human alpha-Glucosidase Cleavage of Glycogen; recombinant GAA, glycogen substrate, Amplex Red glucose oxidase fluorescence; Potency, µM (doses to about 76.4 µM), for the others: at the highest dose activity change, negative = inhibition, hits mostly inhibitors; 300,000 tested, 0.38% active; AID 2100, 2009;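 also: 0% = full enzyme reaction and -100% = no-enzyme basal signal; the screen sought inhibitors and activators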
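qHTS, 1536-well; enzyme 4 nM final; cpd up to 77 uM; substrate bovine liver glycogen 30 ug; 50 mM citrate/phosphate pH 5.0, 0.01% Tween-20; 37 C, 40 min; Amplex Red detection 45 min RT; Hill fit → AC50.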
GAA spleen mod = qHTS Assay for Inhibitors and Activators of Human alpha-Glucosidase From Spleen Homogenate | Potency, µM (series often up to 79.9 µM), without a hit: at the highest dose activity change, negative = inhibition, usual class: inhibitors | Lysosomal alpha-glucosidase (Homo sapiens), P10253 | AID 2112, 2009 | human spleen homogenate, 4-MU-alpha-glucoside fluorescence | 240,000 tested, 0.006% active;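 also: 0% = enzyme with vehicle and -100% = no enzyme basal signal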
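Compounds were titrated against alpha-glucosidase in spleen homogenate at pH 5.0, with 1 mM 4-methylumbelliferyl substrate for 40 min at 37 C. Reactions were quenched with pH 10 NaOH/glycine and fluorescence measured.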
ALDH1A1 inh = qHTS Assay for Inhibitors of Aldehyde Dehydrogenase 1 (ALDH1A1); Aldehyde dehydrogenase 1A1 (Homo sapiens), P00352; Purified ALDH1A1, NADH fluorescence, propionaldehyde substrate; Potency, µM (top dose mostly 75.3 µM), without a hit: at the top dose activity, negative = inhibition, actives largely listed as inhibitors; 220,000 tested, 7.3% active; AID 1030, 2008; active = well fitted inhibition curve with a large enough effect, not every such curve was filed as active; inconclusive = small, poorly fitted or top-dose-only effect, or another doubt; inactive = no such curve, though single readings can be large or run the other way;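 also: plate controls were no enzyme wells and a reference inhibitor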
Target sequence (P00352 whole entry, looked up): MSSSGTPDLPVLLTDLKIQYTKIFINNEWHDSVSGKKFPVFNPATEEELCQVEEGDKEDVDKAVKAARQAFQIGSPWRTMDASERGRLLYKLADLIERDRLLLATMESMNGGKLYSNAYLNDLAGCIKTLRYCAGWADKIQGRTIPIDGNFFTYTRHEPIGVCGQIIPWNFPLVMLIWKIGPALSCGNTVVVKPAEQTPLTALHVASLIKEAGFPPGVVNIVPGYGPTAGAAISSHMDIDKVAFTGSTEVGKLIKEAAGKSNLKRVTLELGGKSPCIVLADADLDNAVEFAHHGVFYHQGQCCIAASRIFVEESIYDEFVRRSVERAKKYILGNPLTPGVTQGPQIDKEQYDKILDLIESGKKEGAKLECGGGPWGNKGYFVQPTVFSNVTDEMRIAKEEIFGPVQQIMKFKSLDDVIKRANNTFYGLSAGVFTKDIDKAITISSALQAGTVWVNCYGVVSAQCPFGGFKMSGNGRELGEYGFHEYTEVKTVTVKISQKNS
GAA inhib = qHTS Assay for Inhibitors of Human alpha-Glucosidase as a Potential Chaperone Treatment of Pompe Disease. 200,000 tested, 0.005% active. Lysosomal alpha-glucosidase (Homo sapiens), P10253. Potency, µM (doses to about 76.9 µM), inactives show at the highest dose activity change, negative = inhibition, usual class: inhibitors. AID 1466, 2008. purified human GAA, 4-MU-alpha-glucoside fluorescence;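 also: plate controls were uninhibited enzyme wells for no effect and no-enzyme background for full effect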
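Compounds are titrated up to 77 uM against 4 nM human enzyme. Substrate 4-methylumbelliferyl-alpha-D-pyranoside (400 uM) reacts 20 min at room temperature in pH 5.0 buffer; liberated 4-methylumbelliferone is read at 440 nm.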
KDM4E inh = qHTS Assay for Inhibitors of Human Jumonji Domain Containing 2E (JMJD2E); Lysine-specific demethylase 4E (Homo sapiens), B2RXH2; JMJD2E catalytic domain, FDH-coupled NADH fluorescence (FDH is formaldehyde dehydrogenase); Potency, µM (doses to about 57.1 µM), for the others: at the highest dose activity change, negative = inhibition, actives largely listed as inhibitors; 230,000 tested, 1.6% active; active = well fitted inhibition curve with a large enough effect, not every such curve was filed as active; inconclusive = small, poorly fitted or top-dose-only effect, or another doubt; inactive = no such curve, though single readings can be large or run the other way;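 also: 0% = wells with enzyme and -100% = buffer wells without enzyme; nearly all actives have a fitted effect of over 50% in size; many of its hits are not listed in these tables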
* hit, by the source's call; ? = inconclusive; . = no result given; [ ] = another dose, or the depositor's remark. Unless noted, calls follow the shape of the dose curve; as a rule, active = well fitted curve in the direction sought with a large enough effect; inconclusive = small, poorly fitted or top-dose-only effect, or another doubt; inactive = no such curve, though single readings can be large; an effect the other way counts as inactive or inconclusive. Potency is read from the fitted curve at half-maximal effect. This is a subset; the hit share may differ from the screen's.

SMILES	SMN2 splice up	GLA spleen mod	GoLoco inh red	GAA glycogen	GAA spleen mod	ALDH1A1 inh	GAA inhib	KDM4E inh
NC(=O)CSc1nnnn1-c1ccccc1Cl	-6%	-3%	-1%	-25%	-18%	?	-8%	-2%
Cc1cc(C)c2c(-n3cccc3)c(NC(=O)OCc3ccccc3)sc2n1	-24%	5%	-3%	-15%	-2%	5%	?	-3%
CCN(C(=O)CSc1nnc(-c2ccccc2)o1)c1c(N)n(Cc2ccccc2)c(=O)[nH]c1=O	-3%	-3%	-14%	-2%	-2%	-2%	2%	5%
C=CCN(C(=O)CSC1=NC(=O)CN1C(C)=O)c1nc(C)c(-c2ccccc2)s1	?	5%	-7%	-23%	-6%	6.3µM*	-11%	?
COc1ccccc1CNC(=O)c1cc2c(s1)CS(=O)(=O)C2	2%	-3%	9%	7%	-4%	3%	-1%	4%
COc1ccc(CCNC2CC(=O)N(CCc3ccccc3)C2=O)cc1 (stereo unspecified)	13%	-5%	-10%	-8%	-3%	?	-7%	7%
Cc1cc(-c2c(C)[nH]n(-c3ccccc3)c2=O)n(-c2ccccc2)n1	-15%	0%	9%	-26%	0%	7%	4%	4%
COc1ccc(CC(=O)OCC(=O)Nc2cccc(Br)c2)cc1	2%	-5%	14%	-10%	3%	-3%	-16%	11%
Cc1nc(C)c2c(c1C(F)(F)F)-c1ccccc1C2(F)F	9%	3%	12%	5%	-3%	7%	-7%	0%
Cc1nc2ccc(S(=O)(=O)NCC(=O)O)cc2s1	2%	12%	0%	5%	3%	14%	-2%	4%
O=C(N/N=C/c1ccc(-c2cccc(C(F)(F)F)c2)o1)c1cccc(F)c1	7%	-2%	-1%	0%	-15%	?	-11%	?
O=C(NCCc1ccncc1)c1ccccc1F	?	4%	13%	4%	0%	?	-12%	3%
Cc1ccc(C(=O)CSc2nnc(COc3cccc4cccnc34)o2)cc1	-7%	5%	-14%	-8%	-9%	?	-10%	-29%
CC1CN=C(N(C(=O)Nc2ccccc2)C(C)C)S1 (stereo unspecified)	-1%	-3%	3%	0%	5%	4%	-2%	19%
O=C(CSCC(=O)NC1CC1)Nc1ccccc1	-9%	0%	5%	-4%	-1%	-9%	3%	0%
NC(=S)NNC(=O)Nc1cccc(Cl)c1	28%	-13%	-4%	?	1%	-2%	4%	-2%
Cc1cccc(N(C)C(=O)c2cc3c(=O)[nH]c4ccc(C)cc4c3s2)c1	.	-16%	5%	3%	-3%	.	.	?
O=C(/C=C/c1c(F)cccc1Cl)NCc1ccco1	?	2%	-6%	4%	13%	?	-7%	4%
COc1ccc(S(=O)(=O)N/N=C(/C)c2cccc(NC(=O)c3ccccc3Cl)c2)cc1	-3%	-9%	-1%	1%	0%	?	11%	2%
NS(=O)(=O)c1ccc(CCNC(=O)CN2CCCCC2)cc1	9%	-1%	-10%	-11%	11%	18%	2%	-2%
COC(=O)[C@@H](NC(=O)NC1CCN(Cc2ccccc2)CC1)C(C)C	7%	8%	-1%	2%	7%	8%	-4%	8%
O=C(Nc1ccc([N+](=O)[O-])cc1)c1cncc(Br)c1	-26%	7%	9%	-4%	-2%	-5%	-7%	6%
Cc1ccc(NC(=O)CN(C)C(=O)Cn2cc(C(F)(F)F)ccc2=O)cc1	.	-3%	.	18%	-10%	11%	-4%	4%
O=c1c(Cc2c(F)cccc2Cl)c(O)ccn1CCc1c[nH]c2ccccc12	-4%	-8%	7%	-3%	7%	0%	0%	3%
C=CCn1c(SCc2nnc(-c3ccccc3)o2)nnc1C(O)c1ccccc1 (stereo unspecified)	-18%	-1%	7%	4%	-20%	-13%	-8%	1%

Some of these compounds in order of count of non-hydrogen atoms, falling.
SMILES	SMN2 splice up	GLA spleen mod	GoLoco inh red	GAA glycogen	GAA spleen mod	ALDH1A1 inh	GAA inhib	KDM4E inh
C=CCn1c(SCc2nnc(-c3ccccc3)o2)nnc1C(O)c1ccccc1 (stereo unspecified)	-18%	-1%	7%	4%	-20%	-13%	-8%	1%
O=c1c(Cc2c(F)cccc2Cl)c(O)ccn1CCc1c[nH]c2ccccc12	-4%	-8%	7%	-3%	7%	0%	0%	3%
Cc1ccc(NC(=O)CN(C)C(=O)Cn2cc(C(F)(F)F)ccc2=O)cc1	.	-3%	.	18%	-10%	11%	-4%	4%
NS(=O)(=O)c1ccc(CCNC(=O)CN2CCCCC2)cc1	9%	-1%	-10%	-11%	11%	18%	2%	-2%
O=C(CSCC(=O)NC1CC1)Nc1ccccc1	-9%	0%	5%	-4%	-1%	-9%	3%	0%

Single values from above:
`COc1ccc(S(=O)(=O)N/N=C(/C)c2cccc(NC(=O)c3ccccc3Cl)c2)cc1` in GLA spleen mod → -9%
`CCN(C(=O)CSc1nnc(-c2ccccc2)o1)c1c(N)n(Cc2ccccc2)c(=O)[nH]c1=O` in GLA spleen mod → -3%
`O=C(Nc1ccc([N+](=O)[O-])cc1)c1cncc(Br)c1` in SMN2 splice up → -26%
`Cc1cc(-c2c(C)[nH]n(-c3ccccc3)c2=O)n(-c2ccccc2)n1` in ALDH1A1 inh → 7%

Other records.
SMILES	SMN2 splice up	GLA spleen mod	GoLoco inh red	GAA glycogen	GAA spleen mod	ALDH1A1 inh	GAA inhib	KDM4E inh
Cc1cnc(NC(=O)/C=C/c2ccc(Br)o2)s1	.	1%	11%	3%	-3%	.	.	4%
Clc1ccccc1Cn1c(/C=C/c2ccco2)nc2ccccc21	0%	19%	170%[activator]	-2%	-1%	?	?	?
Cc1cc(C)c2c(N)c(C(=O)NNC(=O)c3ccccc3)sc2n1	11µM*	-5%	-3%	?	-15%	?	6%	-2%
CCOC(=O)N1CCC(NCCNC(=O)c2ccccc2Cl)CC1	-3%	5%	1%	7%	-12%	-5%	-4%	-30%
COC(=O)c1ccc(C(NC(=O)OCc2ccccc2)/C(F)=C/[C@@H](C)C(=O)Nc2ccc(OC)cc2)cc1 (stereo partly specified)	-11%	5%	6%	.	7%	6%	.	-1%
CC(C)Oc1ccc(CCC(=O)NNC(=O)CCC(=O)O)cc1	.	-4%	-9%	3%	7%	.	.	?
CCN(CC)C(=O)C1CCN(c2ncnc3c2cnn3-c2ccc(C)cc2C)CC1	-11%	11%	14%	-28%	11%	10µM*	4%	-9%
CCCC(CCC(=O)Nc1ccc(S(N)(=O)=O)cc1)C(=O)O (stereo unspecified)	-4%	-4%	4%	7%	-2%	0%	4%	6%
CN(c1cccc(NC(=O)c2cccc([N+](=O)[O-])c2)c1)S(C)(=O)=O	-29%	7%	4%	2%	12%	3%	10%	6%
CCOC(=O)Nc1cccc(C(=O)O)c1	13µM*	-8%	1%	-5%	1%	6%	-6%	1%
O=[N+]([O-])c1cccc(N=NN(CCO)c2cccc([N+](=O)[O-])c2)c1	-31%	4%	11%	2%	2%	?	0%	2%
O=C(NCc1ccco1)c1cc([N+](=O)[O-])ccc1N1CCCCC1	-33%[inhibitor]	-10%	-6%	-9%	-1%	-5%	-7%	4%
O=C1CCCC2=C1C(c1cccs1)n1ncnc1N2 (stereo unspecified)	16%	10%	5%	0%	7%	-13%	1%	-5%
Cc1ccc(C)c(CN2CCCNC2=O)c1	-6%	-9%	17%	-7%	-7%	?	-6%	?
COc1ccc2nc(NC(=O)C3=NN(c4ccccc4)C(=O)CC3)sc2c1	7%	-11%	22%	-8%	-17%	?	-9%	-16%
CCCCCCN(C(=O)CCCCCN1C(=O)NC(c2ccc(C(F)(F)F)cc2)C(C(=O)OCc2ccccc2)=C1C)C(C(=O)NCCCC)c1ccc(OCC(=O)OC)c(C(=O)OC)c1 (stereo unspecified)	-2%	13%	10%	.	4%	-5%	.	-17%
COc1cnc(-c2ccccc2)nc1Oc1ccc(Cl)cc1C	-24%	-2%	2%	-3%	-2%	-3%	-4%	-6%
COCCCNC(=O)CN(c1cc(Cl)cc(Cl)c1)S(C)(=O)=O	-12%	-18%	6%	4%	-12%	3%	2%	1%
O=C1N(Cc2cccnc2)C[C@@H]2C[C@@H](c3ccccc3C(F)(F)F)N3CCC[C@@]123	.	-9%	-7%	2%	-7%	.	.	1%
COc1ccc(NC(=O)CC2C(=O)N(c3cccc(OC)c3)C(=O)N2C2CCCCC2)cc1 (stereo unspecified)	-12%	-4%	-3%	0%	-2%	2%	2%	4%
N#Cc1cc(N2CCOCC2)nc2ccccc12	.	2%	1%	8%	1%	.	.	-25%
CCCCCc1c2c(cc(O)c1C(=O)O)OC(=O)c1cc(C(=O)CCCC)c(OC)cc1O2	2%	-8%	3%	.	-27%	-17%	.	9%
CC(NC(=O)/C=C/c1ccc(Br)cc1)c1ccccc1 (stereo unspecified)	-18%	-1%	8%	11%	-1%	-2%	3%	2%
O=C1CCCC(O)=C1C=Nc1ccc2c(c1)oc1ccccc12	?	0%	1%	6%	-10%	0%	?	1%
O=C(O)c1ccc(/C=C2\SC(=S)N(Nc3ccccc3)C2=O)cc1	.	-2%	1%	-3%	1%	.	.	-4%
c1ccc(C2CCC(N3CCNCC3)CC2)cc1 (stereo unspecified)	?	3%	-30%	7%	-5%	-2%	7%	9%
